Smad3 inh: inhibitors of human Smad3 transcription factor binding. P84022. TR-FRET Smad3/Dy647-FoxH1 peptide binding, europium anti-His. 88,000 compounds, 0.29% hits. inhibition, % at 25 µM;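 active = compounds that reduce the energy-transfer binding signal between the protein and its labelled peptide by more than half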;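 note: 0% = Smad3 plus labelled peptide maximal FRET and 100% = peptide-only background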
Target sequence (P84022 whole entry, looked up): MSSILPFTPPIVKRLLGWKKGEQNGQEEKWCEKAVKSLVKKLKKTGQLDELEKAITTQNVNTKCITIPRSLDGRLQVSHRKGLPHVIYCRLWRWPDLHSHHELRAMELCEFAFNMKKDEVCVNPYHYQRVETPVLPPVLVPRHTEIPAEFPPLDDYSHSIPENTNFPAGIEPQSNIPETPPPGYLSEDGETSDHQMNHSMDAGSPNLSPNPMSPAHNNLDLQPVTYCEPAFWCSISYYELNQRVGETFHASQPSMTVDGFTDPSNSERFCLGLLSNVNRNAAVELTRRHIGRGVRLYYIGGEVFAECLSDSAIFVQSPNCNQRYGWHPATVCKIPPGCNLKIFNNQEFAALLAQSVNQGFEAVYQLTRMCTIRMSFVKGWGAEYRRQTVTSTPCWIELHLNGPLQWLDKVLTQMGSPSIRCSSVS
IL1B cytotox: HUVEC cytotoxicity counter-screen, IL-1B stimulated | HUVEC cell count loss, Hoechst imaging | cell count reduction, % at 2 µM | 94,000 compounds, 0.41% hits | AID 845;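 active = cell count reduction more than 3 SD above the screen-wide mean, cut at about 70% in these data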;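 note: normalized per plate to untreated control cells as the no-loss baseline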
Lung fibro prol: blocks proliferation of human lung fibroblasts. LL 47 human lung fibroblast viability, ATP luminescence; stronger effect = lower value. viability, % at 10 µM. 85,000 compounds, 1.1% hits. AID 719;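 active = viability at or below 50% in the single dose screen; inactive = viability above 50%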;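 note: compound exposure lasted 72 h before the ATP readout; 100% = median luminescence of untreated cell-only wells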
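Material: human LL 47 lung fibroblast cells; quantity: 1,150 cells/well; medium: IMEM plus 15% FBS; doses: 0.1% DMSO in all compound wells; timing: overnight attachment after seeding, then 72 h compound exposure at 37 °C; detection: CellTiter-Glo luminescence; measure: % viability of median cell-only signal; controls: cell-only wells, no compound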
HUVEC tox TNFa: HUVEC cytotoxicity counter-screen, TNF alpha stimulated; cell count reduction, % at 2 µM; HUVEC TNFalpha-stimulated, Hoechst cell count, imaging; 93,000 compounds, 0.17% hits;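 active = cell count reduction exceeding the screen mean by over 5 SD, scaled to untreated wells per plate, cut at about 78% in these data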;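 note: cells counted after 24 h of TNF alpha exposure following the 1 h pretreatment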
H69AR growth 86K: growth inhibitors of human H69AR lung tumor cells. H69AR lung tumor viability, ATP luminescence, 72 h; stronger effect = lower value. viability, % at 10 µM. 85,000 compounds, 6% hits. AID 598;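 active = viability at or below 40%; inactive = viability above 40%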;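 note: multidrug resistant small cell line overexpressing MRP-1 efflux transporter; 100% = mean luminescence of untreated control wells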
VCAM1 TNFa inh: reduces TNF alpha induced VCAM1 expression in HUVEC; HUVEC TNFa-induced VCAM-1 immunofluorescence, high-content imaging; inhibition, % at 2 µM; 95,000 compounds, 0.48% hits; AID 802;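 active = inhibition above the batch mean plus 3 SD, with images confirmed as a hit by eye, cut at about 37% in these data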;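 note: 0% = TNF-stimulated DMSO wells and 100% = unstimulated control wells; not every result past the cut was called active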
cytoskel mod: cytoskeleton assembly modification | HUVEC TNFa F-actin phalloidin imaging, high content | inhibition, % at 2 µM | 91,000 compounds, 0.18% hits | AID 836;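 active = inhibition above the batch mean plus 3 SD and confirmed as a hit by visual image inspection, cut at about 30% in these data, passing the limit was not always enough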; note: strong numbers were not always called active
PTK2B oligo ant: blocks oligomerization of human Pyk2 in cells; Q14289; Q293 cells, Pyk2 FERM NanoBiT luminescence; stronger effect = lower value; z-score (the deposit names both 25 µM and 10 µM); 99,000 compounds, 0.83% hits;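 active = Z-score of -3 or lower, scaled per plate to the spread of control and sample wells; inactive = z-score above -3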;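 note: negative z-score means lost luminescence so less FERM oligomerization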
HUVEC prolif 384: inhibitors of human endothelial cell proliferation; HUVEC proliferation, CellTiter-Glo luminescence, 72 h; stronger effect = lower value; viability, % at 10 µM (by protocol); 86,000 compounds, 1.1% hits;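 active = viability at or below 30%; inactive = viability above 30%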;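 note: 100% = median luminescence of DMSO-only cell control wells on each plate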
Starred values were filed as active, the others as inactive; x = not tested or not shown; [ ] = dose if it differs, or a comment.

SMILES	Smad3 inh	IL1B cytotox	Lung fibro prol	HUVEC tox TNFa	H69AR growth 86K	VCAM1 TNFa inh	cytoskel mod	PTK2B oligo ant	HUVEC prolif 384
Cc1ccc(C)c(S(=O)(=O)NC(CC(C)C)C(=O)O)c1 (stereo not drawn)	-11	7	109	5	94	-9	20	0.21	95
CC(=O)Nc1nc(CC(C)C)cc(-c2ccco2)c1C#N	2	-38	95	-37	44	8	12	-0.67	92
O=C(O)c1cc2ccc3ccccc3c2[nH]1	-2	22	93	30	86	9	9	-0.5	82
Fc1cccc2sc(Nc3nnc(-c4ccccc4)o3)nc12	14	-26	56	-7	57	2	-19	-1.3	6.8*
Cc1nn(Cc2ccc(C(=O)Nc3nc4c(C)cccc4s3)o2)c(C)c1Br	8	-5	95	9	76	-3	22	-0.17	69
COC(=O)Cn1cc(C(=O)OC)c2ccccc21	-18	-15	103	5	94	15	6	-0.84	97
O=C(CC1Oc2ccccc2NC1=O)NCc1ccc(Cl)cc1 (stereo not drawn)	-8	-3	99	-48	96	6	17	x	103
O=S(=O)(NCc1cc(-c2ccc(Cl)cc2)no1)c1ccccc1	x	-25	x	-10	x	2	13	0.87	x
COc1ccc(-c2nnn(CC(=O)N(CC(=O)NCCC(C)C)Cc3cccs3)n2)cc1OC	4[fluorescence artefact?]	-146	102	-22	77	3	45	-0.24	101
CC1(C)C(=O)Nc2ccccc2N1C(=O)COC(=O)c1ccc(Cl)c(S(=O)(=O)NCc2ccccc2)c1	10	-36	91	-18	85	19	-7	-2.4	80
C#CCn1c(=NC(=O)c2cccs2)sc2cccc(OC)c21	x	12	x	-31	x	3	0	x	x
Cc1c(NC(=O)C(C)OC(=O)CC2Sc3ccccc3NC2=O)c(=O)n(-c2ccccc2)n1C (stereo not drawn)	-1	4	105	-31	86	0	32	0.86	100
O=C1OCCC1Sc1nc2ccccc2[nH]1 (stereo not drawn)	13	x	91	x	103	x	x	-0.16	95
COC(=O)C1C2C=CC3(CN(CC4CCCO4)C(=O)C13)O2 (stereo not drawn)	6	-3	96	9	107	-10	11	0.32	99
O=S(=O)(Nc1cccnc1)c1ccc(Cl)cc1	-5	-2	96	-25	85	9	13	0.6	95
O=C(O)C1CCN(S(=O)(=O)c2cccnc2)CC1	5	9	98	6	96	2	-41	0.41	92
Cn1c2ccccc2c2c(C(=O)NCc3ccco3)cn(C3CCCCC3)c(=O)c21	-15	3	102	4	60	6	13	0.82	84
COc1cccc(-c2cc(C(=O)Nn3cnnc3)c3ccccc3n2)c1	6	x	100	x	91	x	x	0.72	94
Cc1occc1C(=O)NNC(=O)NC12CC3CC(CC(C3)C1)C2	x	-8	x	-17	x	-2	22	3.3	x
O=C(CN1C(=O)C2C3C=CC(C3)C2C1=O)NCCc1ccccc1 (stereo not drawn)	-2	-3	101	-38	96	10	22	0.96	99
Cc1ccc(S(=O)(=O)N2CCC(C(=O)Nc3ccccc3N3CCCCC3)CC2)cc1	x	-3	x	-14	x	-16	0	-1.3	x
CCC(C)(C)NC(=O)CC(c1ccc(OC)cc1)n1cccc1 (stereo not drawn)	-17	-17	87	-18	94	-4	34	0.02	93
CCOC(=O)N1CCN(C(=O)CSc2nnc(-c3ccc(C(C)(C)C)cc3)o2)CC1	-1	x	97	x	79	x	x	x	105
O=C(NC(=S)Nc1ccc2[nH]ncc2c1)c1ccccc1	x	8	x	6	x	0	12	-0.96	x
COc1ccc(-c2noc(CCC(=O)N3CCN(c4cc(C)ccc4C)CC3)n2)cc1	-5	-22	98	-19	86	10	4	1.3	89
COc1ccc(N2CCN(c3ncnc4c3cnn4-c3ccc(C)cc3C)CC2)cc1	8	-26	88	-20	45	7	-15	-0.94	101
COc1cc(/C=N/N2C(=O)c3ccccc3NC2(C)c2cccc([N+](=O)[O-])c2)cc(Br)c1O (stereo not drawn)	x	-28	x	-23	x	23	-5	0.66	x
O=C(CCC1COc2ccccc2O1)NCC1COc2ccccc2O1 (stereo not drawn)	7	16	107	6	76	7	-11	-0.18	108
CSc1ccc(S(=O)(=O)NCCSC(C)(C)C)cc1	1	17	91	-10	85	-3	-1	-1.3	84
C=CCOn1c(=O)c(-c2cc3ccccc3o2)[n+]([O-])c2ccccc21	x	-20	x	4	x	19	-17	-0.62	x
Nc1c(NCCC2=CCCCC2)c(=O)[nH]c(=O)n1Cc1ccccc1	15[fluorescence artefact?]	0	97	-11	57	6	2	-0.55	92
CC(C)(C)c1nc2scc(-c3cccs3)c2c(=O)o1	-3	-10	97	-34	85	2	-4	0.28	88
Cc1ccccc1C(=O)NNC1=NCCC1	4	-41	104	-11	95	11	-7	-0.19	102
CCN(CC)S(=O)(=O)c1cccc(C(=O)Nc2cc(C)cc(C)c2)c1	-9	21	100	-29	32*	0	15	-0.39	82
NC(=O)NC(c1ccccc1)c1ccccc1	12	0	109	x	106	-13	-2	0.03	92
O=C(NCc1ccccc1Cl)c1cnn2cccnc12	3	-17	103	-7	99	23	-3	0.51	93
Cc1ccccc1C(=O)c1cccn1CC(=O)NCCN1CCN(c2cccc(C)c2C)CC1	-11	21	73	5	5.2*	2	-9	1.1	6.1*
c1ccc(-c2ccnc3nc(N4CCN(c5ccccc5)CC4)nn23)cc1	x	-11	x	-14	x	1	-16	0.36	x
CCCn1c(CNc2ccccc2O)nc2ccccc21	8	20	101	19	27*	39	-13	-0.82	100
Cc1ccn2cc(C(=O)Nc3ccc4c(c3)OCCO4)nc2c1	9	-2	87	-6	88	6	-16	-1.3	82
O=C(Nc1ccc2c(c1)OCCO2)c1cc2sccc2n1Cc1ccccc1	9	-12	98	-3	82	14	-5	-3.8*	91
CCOc1nc(Nc2ccc(OC)cc2)nc(OCC)n1	0	-10	103	-13	105	5	-1	-0.69	100
N#Cc1cc(-c2ccccc2)c[nH]c1=O	x	-30	x	4	x	-2	-45	0.09	x
CCC(=O)Nc1c(C(=O)N2CCCCCC2)cnn1-c1ccc(C)c(C)c1	1	41	99	-16	88	-3	17	-0.04	96
O=C(Nc1ccc(S(=O)(=O)NCc2ccccc2)cc1)c1ccc(Br)o1	3	-40	93	-16	85	-7	-4	0.07	100
CC(C)N(C(=O)CSc1nc2ccccc2n1Cc1ccc(F)cc1)C(C)C	10	9	95	-4	76	8	-1	-1.6	96
CCN(CC)S(=O)(=O)c1ccc(Cl)c(C(=O)NC)c1	-2	-47	x	-46	61	8	-1	0.06	93
CN(C)CC(C)(C)CNS(=O)(=O)c1cccc(Cl)c1Cl	-4	-14	93	-2	92	3	-11	0.89	97
Cc1ccc(S(=O)(=O)N2CCN(c3ccc4nnc(-c5ccccc5)n4n3)CC2)cc1	x	-64	x	-17	x	0	12	x	x
CCCNC(=O)c1cc2c(C(F)(F)F)nn(C)c2s1	x	11	x	-6	x	-10	-4	0.35	x

In the list so far, these have a cyano group.
SMILES	Smad3 inh	IL1B cytotox	Lung fibro prol	HUVEC tox TNFa	H69AR growth 86K	VCAM1 TNFa inh	cytoskel mod	PTK2B oligo ant	HUVEC prolif 384
CC(=O)Nc1nc(CC(C)C)cc(-c2ccco2)c1C#N	2	-38	95	-37	44	8	12	-0.67	92
N#Cc1cc(-c2ccccc2)c[nH]c1=O	x	-30	x	4	x	-2	-45	0.09	x

The listing continues:
SMILES	Smad3 inh	IL1B cytotox	Lung fibro prol	HUVEC tox TNFa	H69AR growth 86K	VCAM1 TNFa inh	cytoskel mod	PTK2B oligo ant	HUVEC prolif 384
CCOc1ccc(-c2cc(C(=O)Nc3ccc4c(c3)OCCO4)c3ccccc3n2)cc1	x	9	x	6	x	3	-1	-0.56	x
COc1ccc(NC(=O)CN(C)S(=O)(=O)c2cccs2)cc1	5	-27	105	-9	88	-12	-19	-0.16	97
COCCn1nnnc1CN1CCC(Cc2ccccc2)CC1	13	6	100	16	94	10	-20	0.34	96
CCc1cccc(NC2c3ccccc3C(=O)N2c2cccnc2)c1 (stereo not drawn)	4	x	92	x	83	x	x	x	89
Cc1ccc(C2c3c(oc4ccc(C)cc4c3=O)C(=O)N2CCCN2CCOCC2)cc1 (stereo not drawn)	4	x	91	x	84	x	x	x	102
CCOC(=O)N1CCC(Nc2c(N3CCN(c4cc(Cl)ccc4C)CC3)c(=O)c2=O)CC1	-1	0	90	-4	64	2	-12	x	82
CCN(CC)S(=O)(=O)c1cccc(C(=O)Oc2cccnc2)c1	-6	11	105	-7	92	25	-11	-0.2	106
Cc1ccc(-c2csc(NC(=O)CSC3=NCCS3)n2)cc1	8	-22	102	-28	76	-19	2	0.61	85
Cc1cc(-c2ccccc2)nc(=O)[nH]1	-1	1	100	-14	99	11	-20	-0.66	96
CC1CCN(C(c2ccc(N(C)C)cc2)c2nnnn2Cc2ccccc2)CC1 (stereo not drawn)	23	26	106	0	71	4	-57	-1.5	118
O=C(/C=C/Nc1ccccc1)c1cnc(-c2ccccc2)s1	x	-40	x	-10	x	-2	34	-0.07	x
O=C(c1ccc(-c2nnc(-c3ccccc3)o2)cc1)N1CCCCCC1	18	x	101	x	91	x	x	0.01	93
COCCCn1c(SCC(=O)NC2CCCCC2)nnc1-c1ccncc1	11	25	93	29	89	-21	-19	-0.39	94
Cc1cc(C)c(C(N)=O)c(Nc2cccc(Cl)c2C)n1	-2	-5	98	-5	99	-4	3	-0.44	88
CCOC(=O)C(C(C)=O)c1nc(C)nc2c1nnn2Cc1ccccc1Cl (stereo not drawn)	x	6	x	3	x	18	-12	0.82	x
O=C(Cc1ccc(-n2c(=O)c3sccc3n(Cc3ccc(F)cc3)c2=O)cc1)NCc1ccco1	-22	4	98	-14	51	6	-3	x	92
CC(C)=CCc1c(C)nc2ccccc2c1C(=O)O	7	x	92	x	96	x	x	-0.33	91
CCOc1ccccc1CNC(=O)C1CCC(=O)N1C(C)C (stereo not drawn)	6	6	x	-25	103	10	16	-0.57	98
Cc1cc(C(=O)NCc2cccs2)c(C)o1	-1	-82	103	7	x	3	-10	0.26	95
CCOC(=O)Cn1c2[n+](c3ccccc31)CC(O)CS2 (stereo not drawn)	7	-4	95	-8	105	-21	x	1.5	103
CCOC(=O)CSc1nc2cc(C(=O)NCc3ccco3)ccc2c(=O)n1-c1ccc(F)cc1	7	x	101	x	99	x	x	0.88	60
O=C(C/C=N\OCc1c(Cl)cccc1Cl)Oc1ccc(Cl)cc1Cl	-2	-7	105	-17	87	12	-17	1.1	90
O=C1CC(c2ccco2)Cc2nc(Nc3ccc(F)cc3)ncc21 (stereo not drawn)	2	-11	114	-10	85	-30	x	-0.82	115
COc1ccc(OC)c(N(CC(=O)N2CCN(c3cc(Cl)ccc3C)CC2)S(C)(=O)=O)c1	-2	-13	98	-27	112	-2	2	-0.68	94
O=c1cc(NCc2ccc3c(c2)OCO3)[nH]c(=O)n1-c1ccc(Cl)cc1	1[fluorescence artefact?]	x	96	x	104	x	x	0.41	95
COc1cc2cc(CN(C(=O)NC3CCCCC3)C3CCCC3)c(=O)[nH]c2cc1OC	2	-4	94	3	77	-8	-20	0.88	89
O=C(NCCCN1CCCCC1)C1(S(=O)(=O)c2ccc(Cl)cc2)CC1	x	-11	x	0	x	4	-4	x	x
Cc1cc(C)n(-c2ccc(C(=O)Nc3nnc(C)s3)cc2)n1	17	-21	102	-26	94	18	17	0.11	102
COCCNC(=O)C1CC(=O)N(C2CCCCC2)C1 (stereo not drawn)	-5	-17	98	-31	94	-14	-4	2.9	101
CCCC(CCC)C(=O)Nc1cccc(C(=O)O)c1	0	12	95	-30	102	-1	19	1.1	86

Screens (PubChem BioAssay)

Not all compounds are listed; the hit share may differ from the screen's.
